# M. tuberculosis GlmU: inhibition of mycobacterial GlmU enzyme – biochemical, glucosamine-1-phosphate acetyltransferase (AID 1376). M. tuberculosis GlmU acetyltransferase enzyme assay; higher % means a stronger effect. inhibition, %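 (tested at 30 µM in the primary screen)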, or IC50 in µM where a hit was titrated. 220,000 compounds, 0.25% hits; in the data active = inhibition above about 13%;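 note: 0% = complete reaction with vehicle and 100% = reaction without substrate; strong numbers were not always called active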
# Mtb RmlCD inh: blocks M. tuberculosis RmlC and RmlD coupled enzymes. RmlC+RmlD coupled enzyme assay, percent inhibition; primary screen in compound mixtures. inhibition, % at 3.6 µM. 160,000 compounds, 0.03% hits. AID 1533; in the data active = inhibition mostly above about 34%, no sharp cut-off; note: some results filed as inactive read as strong as hits
# Target sequence (P9WH09 whole entry, looked up): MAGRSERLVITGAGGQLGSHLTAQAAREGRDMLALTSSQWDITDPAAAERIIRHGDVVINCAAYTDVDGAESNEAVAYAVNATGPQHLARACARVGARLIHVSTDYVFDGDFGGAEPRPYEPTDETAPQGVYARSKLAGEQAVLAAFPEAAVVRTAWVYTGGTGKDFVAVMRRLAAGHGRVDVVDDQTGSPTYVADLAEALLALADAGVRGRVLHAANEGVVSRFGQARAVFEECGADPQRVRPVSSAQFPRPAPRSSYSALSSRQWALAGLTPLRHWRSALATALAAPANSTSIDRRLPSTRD
# Target sequence (P9WH11 whole entry, looked up): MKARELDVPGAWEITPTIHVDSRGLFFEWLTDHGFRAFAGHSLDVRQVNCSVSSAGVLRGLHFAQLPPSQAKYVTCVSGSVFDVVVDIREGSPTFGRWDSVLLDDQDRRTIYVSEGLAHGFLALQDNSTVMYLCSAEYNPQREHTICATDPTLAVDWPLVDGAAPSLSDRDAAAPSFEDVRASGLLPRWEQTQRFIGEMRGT
# The depositor's hits bear a star; . = not tested or not shown. Not all compounds are listed (hit frequency here may not be typical).
# The first four records (preview)
SMILES,M. tuberculosis GlmU,Mtb RmlCD inh
O=C(NCCCc1ccccc1)c1cccs1,-3.0%,.
CCCn1c(CCC(=O)O)ccc1-c1ccccc1,1.2%,7
CN1C(=S)SC(C)(C)C1N(O)C(=O)Nc1ccc(Cl)cc1 (configuration not stated),-5.3%,-3
O=C(Nc1ccc(F)cc1F)c1c(C(F)(F)F)ccnc1Oc1ccccc1,2.7%,.

# The list itself, from the start:
SMILES,M. tuberculosis GlmU,Mtb RmlCD inh
O=C(NCCCc1ccccc1)c1cccs1,-3.0%,.
CCCn1c(CCC(=O)O)ccc1-c1ccccc1,1.2%,7
CN1C(=S)SC(C)(C)C1N(O)C(=O)Nc1ccc(Cl)cc1 (configuration not stated),-5.3%,-3
O=C(Nc1ccc(F)cc1F)c1c(C(F)(F)F)ccnc1Oc1ccccc1,2.7%,.
C=CCNC(=O)c1c(N)n(-c2cccc(S(N)(=O)=O)c2)c2nc3ccccc3nc12,6.7%,1
CCCC1=C/C(=C/c2ccc(-c3ccccc3OC)o2)C(=O)O1,1.1%,.
Cc1cc(C)n2nc(C(=O)OCCOc3cccc(Br)c3)nc2n1,-2.9%,.
CN(C)S(=O)(=O)c1ccc(NC(=O)c2ccc3ncsc3c2)cc1,3.3%,-6
O=C(CSCc1ccccc1)NCc1ccc2c(c1)OCO2,-4.7%,10
COc1ccc(OC)c(NC(=O)CSc2nnc(Cc3cccn3C)n2-c2ccc(F)cc2)c1,1.3%,-2
OC1=C(O)c2nc3cc(C(F)(F)F)ccc3nc21,-1.0%,9
O=[N+]([O-])c1ccc(OCCCCN2CCCCC2)cc1,-4.5%,10
CC1(C)C2([N+](=O)[O-])CN3CN(C2)CC1([N+](=O)[O-])C3,0.5%,.
CCN1CCN(c2cc(C)c3cc(NC(=O)c4cccc(OC)c4)ccc3n2)CC1,-2.7%,-7
Cc1ccc2nc(SCC(=O)Nc3cccc(S(=O)(=O)NC4=NCCCCC4)c3)[nH]c2c1,4.2%,8
COc1ccc(NP(=O)(Oc2ccccc2OC)Oc2ccccc2OC)cc1,1.5%,.
COc1ccc(CC(=O)NC(C)C2COc3ccccc3O2)cc1OC (configuration not stated),-2.0%,2
COC(=O)c1[nH]c2ccc(C)cc2c1NC(=O)CCN1CCN(Cc2ccc3c(c2)OCO3)CC1,-3.5%,-5
COc1cccc(OCC(O)CN2CCC(C)CC2)c1 (configuration not stated),-2.6%,108
CCN(CC)C(=O)CSc1nc(N)c(-c2ccccc2)c(=O)[nH]1,1.3%,.
COc1ccc(N2CCN(C(CNC(=O)C(=O)NCCC3=CCCCC3)c3ccco3)CC2)cc1 (configuration not stated),9.3%,0
CC(=O)NN1C(=O)c2ccc(Oc3ccc4c(c3)C(=O)N(NC(C)=O)C4=O)cc2C1=O,6.3%,5
Cc1ccc(/C=C2\C(=O)NC(=O)N(Cc3ccccc3Cl)C2=O)o1,2.3%,13
CC1CN(C(=O)N[C@@H](Cc2ccccc2)C(=O)O)CC(C)O1 (some centres not stated),3.0%,4
Cc1ccc(S(=O)(=O)N2CC(=O)Nc3ccccc32)cc1,-0.6%,3
COc1ccccc1NC(=S)N(Cc1ccccc1)Cc1cccnc1,5.3%,3
CCCn1nnc(NC(=S)NC(=O)/C=C/c2ccco2)n1,-0.7%,-9
Cc1ccc(-c2cc(C(=O)Nc3cc(C)on3)no2)cc1,6.7%,5
COc1ccc(/C=C/C(=O)N2CCN(c3ccccc3)CC2)cc1S(=O)(=O)N1CCOCC1,-1.3%,-9
O=C(C1=NN[C@@H]2C(=O)N(c3ccccc3C(F)(F)F)C(=O)[C@H]12)C(c1ccccc1)c1ccccc1,-0.8%,32

# 5 entries drawn at random from those above, as already listed:
SMILES,M. tuberculosis GlmU,Mtb RmlCD inh
COc1ccc(N2CCN(C(CNC(=O)C(=O)NCCC3=CCCCC3)c3ccco3)CC2)cc1 (configuration not stated),9.3%,0
CC(=O)NN1C(=O)c2ccc(Oc3ccc4c(c3)C(=O)N(NC(C)=O)C4=O)cc2C1=O,6.3%,5
COc1ccc(/C=C/C(=O)N2CCN(c3ccccc3)CC2)cc1S(=O)(=O)N1CCOCC1,-1.3%,-9
COc1cccc(OCC(O)CN2CCC(C)CC2)c1 (configuration not stated),-2.6%,108
COc1ccc(CC(=O)NC(C)C2COc3ccccc3O2)cc1OC (configuration not stated),-2.0%,2

# Next part
SMILES,M. tuberculosis GlmU,Mtb RmlCD inh
O=C(c1ccc(COc2ccc3c(c2)CCC3)o1)N1CCN(c2ccccc2)CC1,5.1%,.
CC(C)Nc1cc(C(C)(C)C)nc2c(-c3ccccc3)cnn12,0.8%,-10
CN(CC(=O)NCc1ccccn1)S(=O)(=O)c1ccc2ccccc2c1,0.1%,20
Cc1noc(C)c1C(=O)OCC(=O)N(C)C1CCS(=O)(=O)C1 (configuration not stated),2.0%,2
Cn1cnnc1SCC(=O)Nc1cc(S(=O)(=O)N2CCCCCC2)ccc1Cl,-4.0%,5
Cc1ccc(C2=C/C(=C/c3cccs3)C(=O)O2)cc1,-5.5%,.
O=[N+]([O-])c1cccc(-c2n[nH]c(=S)n2Cc2ccccc2)c1,6.0%,13
CC(=O)Oc1ccc(C(=O)O)cc1OC(C)=O,8.1%,-5
COc1ccc(NC(=O)NCCCN2CCN(c3ccccc3F)CC2)cc1,4.1%,-5
CC(=O)c1cccc(NC(=O)c2ccncc2)c1,-0.9%,-10
Cc1cc2ccccc2n2c(SCC(=O)Nc3ccc(S(=O)(=O)N4CCCCC4)cc3)nnc12,1.4%,4
COC(=O)Cc1ccc(OCC(=O)Nc2ccc(OC(F)(F)F)cc2)cc1,-1.6%,0
CCOC(=O)C1(Cc2cccc(F)c2)CCN(Cc2c(C)nn(CC)c2C)CC1,4.1%,11
CCC(C)(C)NC(=O)C(c1cccn1C)N(C(=O)Cn1nnc2ccccc21)c1ccc(OC)cc1OC (configuration not stated),5.8%,.
COC(=O)CC(c1ccc(OC)c(OC)c1)c1ccc(OC)c(OC)c1,-4.5%,-4
O=C(NCCCn1ccnc1)c1cc(-c2cccs2)on1,-1.4%,-2
CC1(OC(=O)C2CCCC2)C(=O)C=C2C=C3CCCCN3C=C2C1=O (configuration not stated),5.9%,.
CCOC(=O)CSc1nnc(-c2ccc(S(=O)(=O)N3CCOCC3)cc2)n1-c1ccccc1,-1.0%,1
CCN1/C(=C/C=C/c2oc3ccc4ccccc4c3[n+]2CC)Oc2ccc3ccccc3c21,3.1%,-4
CN(CP(=O)(O)CN(C)S(C)(=O)=O)S(C)(=O)=O,0.5%,9
O=C(CN1CCSCC1)N/N=C/c1ccc(F)cc1,1.4%,.
CCN(Cc1cn2cccnc2n1)C1CCCCC1,17%,-12
Cc1noc(NS(=O)(=O)c2ccc(NC(=O)CSc3nnc(-c4ccccc4)n3C3CCCCC3)cc2)c1C,2.8%,6
FC(F)(F)c1cc(-c2ccccc2)nc2ncnn12,0.4%,.
Cc1ccc(S(=O)(=O)N2CCCCC2)cc1NC(=O)COC(=O)c1cc[n+]([O-])cc1,7.0%,-7
COc1ccc(C(=O)NCc2ccc(N3CCN(C(=O)OC(C)(C)C)CC3)cc2)cc1,-2.9%,.
COC(=O)C(NC(=O)c1ccccc1C)(Nc1ncc(S(=O)(=O)c2ccc([N+](=O)[O-])cc2)s1)C(F)(F)F (configuration not stated),0.4%,8
OC(COc1ccc(OCc2ccccc2)cc1)CN1CCCCC1 (configuration not stated),0.6%,15
COC(=O)c1ccccc1NC(=S)N(Cc1ccc2c(c1)OCO2)Cc1cc2cccc(C)c2[nH]c1=O,3.4%,17
COc1ccc(-n2c(SCC(=O)NCc3cccs3)nc3[nH]ncc3c2=O)cc1,2.9%,-9
CCOc1ccc(OCCSc2nnnn2C2CCCCC2)cc1,.,2
C(=N/Nc1cc(N2CCOCC2)nc(N2CCOCC2)n1)/c1ccccc1,-6.9%,9
O/N=C/c1cccn1-c1ccc(O)cc1,7.6%,.
COCCN(C(=S)Nc1ccccc1OC)C(C)c1cccs1 (configuration not stated),0.7%,3
CC(C)(C)/C(COc1ccccc1[N+](=O)[O-])=N/O,6.7%,-12
CCOC(=O)C1(CC2CCCCO2)CCN(C(=O)Nc2ccccc2)CC1 (configuration not stated),0.5%,-5
CC(=O)n1cc([C@@H]2C=C(C(=O)N3CCN(Cc4ccccc4)CC3)O[C@H](OCc3ccc(CO)cc3)C2)c2ccccc21,-0.2%,.
CC12CC3CC(C)(C1)CC(C(=O)NCc1ccco1)(C3)C2,-1.4%,7
Cc1ccc(-c2nc(CS(=O)CC(=O)NCc3ccccc3)c(C)o2)cc1 (configuration not stated),-5.6%,8
O=C(NCCOc1ccc(Cl)cc1)c1ccc2ccccc2n1,4.1%,.
CC(NC(=O)C(Cc1ccccc1)NC(=O)c1ccccc1)C(=O)O (configuration not stated),-2.3%,-4
O=C(c1ccccc1)N1CCN(S(=O)(=O)N2CCCCC2)CC1,0.2%,9
C1CCC(Nc2nnnn2C2CCCCC2)CC1,0.1%,.
COc1ccc(N(CC(=O)NCc2ccco2)S(C)(=O)=O)cc1Cl,0.1%,2
NS(=O)(=O)c1ccc(F)c(C(=O)O)c1,0.9%,0

# Two entries from above, reformatted:
compound	M. tuberculosis GlmU	Mtb RmlCD inh
OC1=C(O)c2nc3cc(C(F)(F)F)ccc3nc21	-1.0%	9
CC12CC3CC(C)(C1)CC(C(=O)NCc1ccco1)(C3)C2	-1.4%	7

# Continuation.
SMILES,M. tuberculosis GlmU,Mtb RmlCD inh
CC(C)CCNc1nc2c(cc1C#N)COC(C)(C)C2,1.5%,-2
O=C(CC1C(=O)N(c2ccc(F)cc2)C(=O)N1Cc1ccccn1)Nc1ccccc1 (configuration not stated),0.9%,14
CCOc1ccc(Nc2nc(NCC3CCCO3)c3ccccc3n2)cc1 (configuration not stated),-14%,5
Cc1scc(C(=O)N2CCN(S(C)(=O)=O)CC2)c1-c1ccccc1,-2.9%,-4
O=C(O)CSc1c2c(nc3cc(C(=O)NCCN4CCOCC4)ccc13)CCC2,-2.0%,-8
CN(C)c1ccccc1C(=O)c1ccccc1N(C)C,-3.0%,.
O=C(COc1ccc(Br)cc1)Nc1ccc2c(c1)C(=O)NC2=O,2.2%,2
Cc1cccc(OCC(=O)Nc2ccccc2C(F)(F)F)c1,0.9%,4
Oc1sc(C=Nc2ccccc2)c2ccccc12,2.5%,-10
COC(=O)Cc1cc(=O)[nH]c(/N=C(\N)Nc2ccccc2)n1,2.0%,.
O=C(COC(=O)c1ccc2[nH]c3c(c2c1)CCCC3)Nc1ccc(Cl)cc1Cl,-2.9%,-3
CN(Cc1cccs1)C(=O)Cn1cnc2ccccc2c1=O,-5.1%,0
CCN1CCc2nc(NC(=O)c3ccc(S(=O)(=O)N(C)C)cc3)sc2C1,4.8%,13
CC(C)CCNC(=O)COc1ccc2c3c(c(=O)oc2c1)CCC3,10%,2
CCc1ccc(OCC(=O)NC(=S)Nc2ccc(S(=O)(=O)NC3CCCCC3)cc2)cc1,5.2%,.
CC(=O)Nc1ccc(Br)c2ccccc12,2.2%,.
CN(C)/C=C(/C(=O)c1ccc(Cl)cc1)n1cncn1,2.4%,8
O=C(COC(=O)C1Cc2ccccc2CN1C(=O)c1ccccc1)Nc1ccc(SC(F)F)cc1 (configuration not stated),1.2%,7
O=C(c1cc(S(=O)(=O)N2CCOCC2)ccc1F)N1CCCc2ccccc21,3.9%,11
Nc1cc(N)nc(SCc2nnnn2-c2ccc(Cl)cc2)n1,-5.7%,-4
O=C(CS(=O)(=O)c1ccccc1)Nc1ccc(N2CCOCC2)cc1,-9.8%,-8
COC(=O)c1c(N2C(=O)CCC2=O)sc2c1CCCC2,0.5%,.
CCOC(=O)c1cnn(-c2ccccc2)c1NC(=O)c1cccs1,-5.5%,-4
C[C@H](NC(=O)NCc1cccs1)C(=O)O,6.6%,2
OC(c1ccccc1)(c1ccccc1)c1ccncc1,-7.0%,.
CCCCNc1cc(C)nc(N2CCOCC2)n1,-0.6%,.
CCCC[C@@H]1CN=C(N)N1CCc1cc(C(F)(F)F)cc(C(F)(F)F)c1,-6.8%,-5
O=C(O)c1ccc(NC(CSCc2ccc(F)cc2)C(=O)O)c([N+](=O)[O-])c1 (configuration not stated),-4.6%,4
C#CCOCCOCCOCCNc1nc(N2CCN(C(=O)[C@H]([C@@H](C)CC)n3cc(CCCN=C(N)N)nn3)CC2)nc(N2CCN(C(=O)[C@H](CCCCN)n3cc(CCC(=O)O)nn3)CC2)n1,-3.5%,.
COCCN1Cc2cccc(C(=O)Nc3cc(C)cc(C)c3)c2C1=O,-1.8%,11
O=C(CCn1c(=S)oc2ccccc21)NC1CCCCCCC1,-1.8%,-6
Cc1ccc2nc(C)c(C(=O)N/N=C/c3cccs3)cc2c1,0.9%,-9
NC(=O)c1c(NC(=O)c2ccc(S(=O)(=O)N(CCCl)CCCl)cc2)sc2c1CCCCC2,1.2%,14
CCc1cc(C(=O)OC)c(NC(=O)CCC(=O)O)s1,-1.2%,.
COc1ccc(NC(=O)Nc2ccc(F)cc2F)c(C)c1,1.4%,-8
CC(=O)c1cc(OC(=O)c2ccncc2)ccc1OC(=O)c1ccncc1,5.9%,-2
O=C1Nc2ccc([N+](=O)[O-])cc2C1=Nc1cccc(CO)c1,-6.8%,9
COc1ccccc1C(=O)Nc1ccc2c(c1)nc(CN1CCCCC1)n2C,-0.3%,8
Cc1nc(CS(=O)(=O)c2ccccn2)sc1C(=O)NNC(=O)c1c(F)cccc1Cl,4.1%,10
O=C(c1ccccc1)N1CCCC(c2ccc(Cl)cc2)=N1,4.0%,.
O=C(O)Cc1cc(C(=O)Nc2ccc(Br)cc2)sc1-c1ccccc1,2.7%,7
O=C(c1ccc(-c2ccc(Cl)cc2)o1)N1CCN(c2ccc([N+](=O)[O-])cc2Cl)CC1,.,5
Cc1cc(/C=C2\SC(=O)NC2=O)c(C)n1-c1ccc(N2CCOCC2)cc1,-4.9%,3

# Single entries from the results shown:
# In Mtb RmlCD inh, O=C(CCn1c(=S)oc2ccccc21)NC1CCCCCCC1 has -6
# In M. tuberculosis GlmU, NC(=O)c1c(NC(=O)c2ccc(S(=O)(=O)N(CCCl)CCCl)cc2)sc2c1CCCCC2 has 1.2%

# Screens from PubChem.
